ROC1-CUL1 inh: inhibitors of human ROC1-CUL1 ubiquitin ligase activity; E3 ubiquitin-protein ligase RBX1 (Homo sapiens) + Cullin-1 (Homo sapiens), P62877+Q13616; in vitro K48 di-Ub FRET, acceptor:donor ratio, 45 min; inhibition, % at 10 µM; 140,000 compounds, 0.6% hits; AID 1347404, 2020; in the data active means inhibition above about 25%
Target sequence (P62877 whole entry, looked up): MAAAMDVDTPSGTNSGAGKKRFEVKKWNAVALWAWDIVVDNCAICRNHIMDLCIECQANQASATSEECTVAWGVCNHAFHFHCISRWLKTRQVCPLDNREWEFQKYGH
Target sequence (Q13616 whole entry, looked up): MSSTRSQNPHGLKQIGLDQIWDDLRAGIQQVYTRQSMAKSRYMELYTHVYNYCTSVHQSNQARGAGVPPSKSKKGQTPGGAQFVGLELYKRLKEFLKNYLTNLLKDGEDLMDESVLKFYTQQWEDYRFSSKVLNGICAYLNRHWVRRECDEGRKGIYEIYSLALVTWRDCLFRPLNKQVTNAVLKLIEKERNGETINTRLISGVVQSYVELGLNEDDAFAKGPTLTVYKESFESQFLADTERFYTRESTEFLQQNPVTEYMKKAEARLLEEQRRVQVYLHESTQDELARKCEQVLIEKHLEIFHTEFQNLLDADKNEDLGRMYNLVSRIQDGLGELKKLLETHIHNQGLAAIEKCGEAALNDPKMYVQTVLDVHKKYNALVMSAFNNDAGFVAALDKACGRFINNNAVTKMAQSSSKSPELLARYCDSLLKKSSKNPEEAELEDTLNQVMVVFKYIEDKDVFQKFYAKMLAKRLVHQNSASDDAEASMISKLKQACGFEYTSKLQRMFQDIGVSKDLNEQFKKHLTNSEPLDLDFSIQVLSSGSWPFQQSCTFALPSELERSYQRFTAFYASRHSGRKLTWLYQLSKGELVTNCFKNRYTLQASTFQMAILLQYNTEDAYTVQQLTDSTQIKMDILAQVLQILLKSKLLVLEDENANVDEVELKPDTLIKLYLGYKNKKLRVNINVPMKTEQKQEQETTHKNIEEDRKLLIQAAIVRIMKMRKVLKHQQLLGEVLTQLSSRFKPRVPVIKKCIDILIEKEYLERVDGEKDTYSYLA
The depositor's hits bear a star.

SMILES	ROC1-CUL1 inh
CNC(=O)c1cn(C2CCCCC2)cc(C(=O)N2CCN(C/C=C/c3ccccc3)CC2)c1=O	4
CC(C)N(C)C(=O)C1CCCN(C2CCN(C(=O)C3CC3)CC2)C1 (stereo unspecified)	-4
O=C(NCCN1CCOCC1)C1CCN(C(=O)c2ccccc2F)CC1	-4
COc1cc2c(c(OC)c1OC)C(c1cccc(F)c1)CC(=O)N2 (stereo unspecified)	6
CN(CCC1CCOCC1)C(=O)c1csc2nc(-c3cccc(F)c3)cn12	4
Nn1c(-c2cccs2)n[nH]c1=S	10
COc1ccc(-c2nc3n(n2)C(c2cccc(C)c2)C(C(N)=O)C(C)=N3)cc1OC (stereo unspecified)	-1
Cc1cccc(CNCc2cccnc2N2CCCCCCC2)n1	1
COc1ccc(-c2csc(NC(=O)COc3ccccc3Cl)n2)cc1Br	2
Cc1nc(N2CCN(Cc3ccccc3)CC2)nc2c1C(=O)CC(C)(C)C2	3
O=C(Cc1ccc(Br)cc1)NCc1ccco1	9
Cc1cccc(N2CCN(C(=O)c3ccco3)CC2)c1C	-14
COc1cc(C=C2C(=O)NC(=S)NC2=O)cc(Cl)c1OCc1ccc(F)cc1	-3
N#Cc1c(-c2cccc(O)c2)c(C#N)c2nc3ccccc3n2c1N	1
O=C(CCc1ccccc1)Oc1ccc(Br)cc1Cl	1
CCOc1ccc(NC(=O)CN2C(=O)S/C(=C/c3cccn3C)C2=O)cc1	-2
CCOC(=O)c1c(-c2ccccc2Cl)csc1NC(=O)CN1CC(C)OC(C)C1 (stereo unspecified)	2
CC(C)CN1CCC(C2CCN(Cc3ccncc3)C2)CC1 (stereo unspecified)	-5
Cc1ccc(-n2c(SC(C)C)nc3sc4c(c3c2=O)CCCCC4)cc1	-2
Cc1ccc(NC(=O)c2ccc(CN3CC(=O)N4CCCCC4C3=O)cc2)cc1C (stereo unspecified)	-9
O=C(N=C(C(=O)N1CCOCC1)C(Sc1ncccn1)c1ccccc1)c1ccccc1 (stereo unspecified)	-4
O=C(O)Cc1ccc(-n2cnnn2)cc1	-8
CCOCCCNC(=O)CCc1nnc(CCc2ccccc2OC)o1	5
C=CCNC(=O)c1cc(Br)ccc1OCC	-3
CCCCN1C(=O)C(O)(CC(=O)c2ccc(CC)cc2)c2cc(Br)ccc21 (stereo unspecified)	0
CCc1cc(=O)[nH]c(SCc2nc(-c3ccccc3)no2)n1	-1
CCOC(=O)C1CCN(c2nncc(-c3cccc(OC)c3)n2)CC1	-3
CC(C)CCNC(=O)Cn1c(NCCC(C)C)nc2c1c(=O)n(C)c(=O)n2C	5
CC(=O)c1ccc(NC(=O)C2=CC(c3ccc(C)cc3)=NS(=O)(=O)N2C)cc1	5
Cn1c2ccccc2c2nc(Cl)nnc21	-4
C=CCN1C(=O)C(C=Nc2c(OC)cccc2[N+](=O)[O-])C(=O)N(CCCC)C1=O (stereo unspecified)	0
Cc1nc2nc(NC(=O)C(C)C)[nH]n2c(=O)c1C	6
CC1CCc2c(sc(NC(=O)c3cc4nc(-c5cccs5)cc(C(F)(F)F)n4n3)c2C(N)=O)C1 (stereo unspecified)	-8
O=C1NC(c2ccc(F)cc2)N=C2C1SC(=S)N2c1ccccc1 (stereo unspecified)	3
COC(=O)CC1Oc2ccc(Cl)cc2-n2cc(-c3ccc(C)cc3)nc21 (stereo unspecified)	-13
Cn1c(SCC(=O)NCCOc2ccccc2)nnc1-c1ccc(C(C)(C)C)cc1	3
Cc1c(CC(=O)N2CCC(O)CC2)c2c(n1Cc1ccc(F)cc1)CCCC2=O	6
CC(=O)c1cccc(NC(=O)c2nc(-c3ccc(C)cc3)n3c2CCCCC3)c1	2
CC1CCN(c2nc3c(S(=O)(=O)c4ccc(Cl)cc4)nnn3c3ccsc23)CC1	3
C/C=C/CC(=O)N1CCCC1c1ccc(C(=O)N2CCCCCC2)s1 (stereo unspecified)	4
COc1ccc(OC)c(C2CC(=O)N=C3C2C(=O)N(C)c2ncnn23)c1 (stereo unspecified)	-4
CCCCn1c(SC)nc(O)cc1=O	-1
O=C(O)c1cnc(Cl)c(Br)c1	-9
CCOC(=O)c1[nH]c(C)c(CCC(=O)Nc2cc(Cl)c(OC)cc2OC)c1C	2
Cc1ccc(NC(=O)c2c(NC(=O)c3ccco3)sc3c2CCC(C(C)(C)C)C3)c(C)c1 (stereo unspecified)	2

Not a retest: entries from further up.
SMILES	ROC1-CUL1 inh
C/C=C/CC(=O)N1CCCC1c1ccc(C(=O)N2CCCCCC2)s1 (stereo unspecified)	4
COc1ccc(OC)c(C2CC(=O)N=C3C2C(=O)N(C)c2ncnn23)c1 (stereo unspecified)	-4
CCCCn1c(SC)nc(O)cc1=O	-1
O=C(O)c1cnc(Cl)c(Br)c1	-9
CCOC(=O)c1[nH]c(C)c(CCC(=O)Nc2cc(Cl)c(OC)cc2OC)c1C	2
Cc1ccc(NC(=O)c2c(NC(=O)c3ccco3)sc3c2CCC(C(C)(C)C)C3)c(C)c1 (stereo unspecified)	2

(list continues)
SMILES	ROC1-CUL1 inh
O=c1[nH]c(SCc2ccccc2)nc2sc3c(c12)CCN(Cc1ccccc1)C3	8
CN1C2CCC1CC(NC(=O)c1cccc3[nH]cnc13)C2 (stereo unspecified)	-2
COc1ccccc1N1CCN(S(=O)(=O)Cc2cccc(C)c2)CC1	-6
COc1ccc(S(N)(=O)=O)cc1C(=O)NCCCN1CCCCC1	9
CCc1ccc(NC(=O)C(=O)NCCc2csc(-c3ccc(C(F)(F)F)cc3)n2)cc1	-2
CCCCC(=O)Nc1ccc2c(c1)nc1n2CCOC1	4
Cc1oc2ncn(CC(C)C)c(=O)c2c1C(=O)N(Cc1ccccc1)C(C)C	-1
Cc1nn(Cc2noc(C(=O)NCc3cccc(F)c3)n2)c(C)c1Br	2
CCc1ccc(NC(=O)CSc2nc3nccnc3c(=O)n2CCc2c[nH]c3ccccc23)cc1	1
CN(CC1Cc2ccccc2CN1C)C(=O)Nc1nnc(C2CCC2)s1 (stereo unspecified)	3
Cc1n[nH]c(C)c1CCCCCCOc1ccccc1Cl	0
CCN(CC)CCSC1Nc2ccccc2C(=O)N1c1ccc(C)cc1 (stereo unspecified)	13
COc1ccc2c(c1)-c1c(ssc1=S)C(C)(C)N2C(=O)C1CC1	1
CCC1CCc2c(sc(NC(=O)CC(C)(C)C)c2C#N)C1 (stereo unspecified)	0
CC(=O)N=C1C(=O)c2ccccc2C(=O)C1NCCOc1ccccc1 (stereo unspecified)	-4

Brought forward from above: five entries, followed by the next part.
SMILES	ROC1-CUL1 inh
Cc1n[nH]c(C)c1CCCCCCOc1ccccc1Cl	0
CCN(CC)CCSC1Nc2ccccc2C(=O)N1c1ccc(C)cc1 (stereo unspecified)	13
COc1ccc2c(c1)-c1c(ssc1=S)C(C)(C)N2C(=O)C1CC1	1
CCC1CCc2c(sc(NC(=O)CC(C)(C)C)c2C#N)C1 (stereo unspecified)	0
CC(=O)N=C1C(=O)c2ccccc2C(=O)C1NCCOc1ccccc1 (stereo unspecified)	-4
O=C(Cn1c(=O)nc(-c2ccccc2)c2cc(Cl)ccc21)N1CCN(c2ccc(F)cc2)CC1	4
CCOC(=O)c1cnc2c(C)cc(C)cc2c1Nc1ccc(OCc2ccccc2)cc1	5
CC1CCCN(C(=O)COc2cc(Cl)ccc2Cl)C1 (stereo unspecified)	-5
NS(=O)(=O)c1cccnc1Nc1cccc(Cl)c1	5
Cc1cccc(N2C(=O)C(CC(=O)Nc3cccc(F)c3)N(CCc3ccncc3)C2=O)c1 (stereo unspecified)	0
CCOC(=O)c1ccc(-c2ccc3ccccc3c2)nc1C	-5
C/C=C/Cn1c(=O)c2c(nc3oc(-c4ccccc4)cn32)n(C)c1=O	-2
CNc1ccnc(N2CCC(Cn3cc(-c4ccccn4)nn3)CC2)n1	-4
CCN(CC)S(=O)(=O)c1ccc2c(c1)C(=O)C(C(=O)NCCc1ccccc1)C=N2 (stereo unspecified)	0
OC(COCCOc1ccc(Cl)cc1)CN1CCN(Cc2ccc(Cl)cc2)CC1 (stereo unspecified)	4
O=[N+]([O-])c1cccc(-c2cc3cccc[n+]3cc2-c2cccc([N+](=O)[O-])c2)c1	0
Nc1c(C(=O)Nc2ccc(Cl)cn2)sc2nc3c(cc12)CCCCC3	-11
CCc1ccc(CNc2ncn[nH]2)cc1	-10
Cc1ccc2c(=O)c(C(=O)c3cccc(Cl)c3)cn(CC(=O)NC3CCCCC3)c2n1	1
CCCc1cc(C(=O)N2CCC3(CC2)c2ccccc2[C@@H](NC(=O)c2ccncc2)[C@@H]3OC)no1	6
Cc1ccc2c(c1)N(Cc1ccccc1)CO2	0
CN(C)CCC1Sc2ccccc2Sc2ccccc21 (stereo unspecified)	0
CCOC(=O)N1CCN(C(=O)C2CC23CCN(C(=O)C2=CCCC2)CC3)CC1 (stereo unspecified)	5
O=C(CSc1nc2sc3c(c2c(=O)[nH]1)CCCC3)Nc1ccccc1F	-1
O=C(O)c1cc2c(s1)sc1ccccc12	-10
COC(=O)c1c(-c2ccccc2)nc2n(C)c3ccccc3n12	-5
CCCC(=O)Nc1ccc(C)cc1C(=O)O	0
CSCCOC(=O)C1C(C)=NC(=O)NC1c1cccc(C(F)(F)F)c1 (stereo unspecified)	0
COCCN1C(=O)CC(CC(=O)N2CCCC(C(=O)N3CCOCC3)C2)(c2ccccc2F)C1=O (stereo unspecified)	-12
COc1ccc(OC)c(/C=N\NC(=O)c2cc3c(ccc4ccccc43)o2)c1	16
CC1CCc2c(sc(NC(=O)c3ccccc3)c2CN2CCCC2)C1 (stereo unspecified)	2
COC(=O)C1=C(C)N(C)C2(SC(C(C)=O)=NN2c2c(Cl)cccc2Cl)S1 (stereo unspecified)	-5
COc1ccc(-c2cn3nc(N4CCCC(C(=O)Nc5ccc(C)c(C)c5)C4)sc3n2)cc1 (stereo unspecified)	0
Cc1cc(Br)ccc1NC(=O)COC(=O)CCc1ccccc1	2
COC(=O)c1c(-c2ccccc2)csc1NC(=O)CSc1nc(C)nc2sc3c(c12)CCCC3	-3
CC(C)(C)C(=O)N1CCC(C(=O)N2CCN(c3ccc(F)cc3)CC2)CC1	8
CC(=O)c1ccc(NC(=O)C23CCC(C2)C(C)(C)C3=O)cc1 (stereo unspecified)	4
CCOC(=O)c1c(NC(=O)CCSC(C)=O)sc2c1CCCC2	-6
Cc1c(Cl)ccnc1-c1ccccc1	15
COc1ccccc1N1CCN(C(=O)CCS(=O)(=O)c2ccc3c(c2)oc(=O)n3C)CC1	11
COc1ccc(C2c3c(n[nH]c3C)OC(=N)C2C#N)cc1COc1ccccc1C (stereo unspecified)	9
COc1cccc(NC(=O)c2sc3nc(C)c(C(=O)Nc4ccc(C)cc4C)c(-c4ccc(Br)cc4)c3c2N)c1	-9
CC(C)c1nc(N2CCN(C(=O)c3ccccc3)CC2)c(C#N)c2c1COC(C)(C)C2	2
Cc1ccc(NC(=O)C2CCCN(S(=O)(=O)c3cccc4cccnc34)C2)c(C)c1 (stereo unspecified)	5
CCCC(C)NC(=O)c1ccc(N2CCCCC2)cc1 (stereo unspecified)	5
C=CCc1cc(/C=C2/C(=O)NC(=S)N(c3ccc(F)cc3)C2=O)cc(OC)c1OCc1ccc(Cl)cc1Cl	8
Cc1[nH]c2ccc(CNC(=O)C3CCCN(C(N)=O)C3)cc2c1C (stereo unspecified)	7
CSc1nnc2n1C(=N)CC(=O)N2	10
O=C(O)C1C2CCC(O2)C1C(=O)n1cc(Cl)cn1 (stereo unspecified)	-2
Cc1c2cnn(CC(=O)NC(C)C)c(=O)c2c(C)n1Cc1cccc(Cl)c1	9
CC1(C)CC(=O)C=C(Sc2nnnn2-c2ccccc2)C1	-1
Cn1c(=S)[nH]c(=O)c2ncc(=O)[nH]c21	4
Cc1ccc2[nH]c3c(=O)n(CC(=O)N(CCN(C)C)Cc4ccccc4)ncc3c2c1	5
COc1cc2c(cc1OC)CN(C(=O)CSc1ccc3ccccc3n1)CC2	4
Cc1ccc2c(=O)c(C(=O)c3ccccc3)cn(CC(=O)Nc3ccccc3)c2n1	-3
CCOc1cc2oc(C)c(-c3ccccc3Cl)c(=O)c2cc1CC	11
Cc1ccc(NS(=O)(=O)Cc2ccc(F)cc2)cc1	1
Cc1ccc2c(c1)c1c(n2CC(O)CN2CCCCC2)C(=O)CCC1 (stereo unspecified)	3
Cc1ccc(S(=O)(=O)N(CC(=O)NCc2ccccc2Cl)c2ccc(Br)cc2)cc1	-6
CCn1nc(C)c(NC(=O)c2ccoc2C)c1C	-3
Cc1cc(O)c(-c2ccnc3cc(-c4ccccc4)nn23)cc1Cl	-9
CC1NC(=O)N=C1C(=O)CCCCC(=O)OCC(=O)Nc1nc(-c2ccccc2)cs1 (stereo unspecified)	-1
Cc1ccc(S(=O)(=O)N2CCN(Cc3ccccc3)CC2)c(C)c1NS(C)(=O)=O	-7
CCOc1ccccc1NC(=S)NC(=O)c1ccccc1C	7
COc1ccc(-c2noc(CSc3nnc(-c4ccc(Cl)cc4)n3C)n2)cc1OC	-2

More records follow:
SMILES	ROC1-CUL1 inh
Cc1ccccc1C(=O)NC(C)C	-2
Cc1cc2nc(SCc3ccc(Br)cc3)nc(C)c2cc1C	-3
CCN(C)c1ccc(C(=O)NCC2CCN(CC(C)C)C2)cn1 (stereo unspecified)	7
CCOc1ccc(C(=O)Nc2ccc(NC(=O)c3ccco3)c(OC)c2)cc1Br	-12
C[C@@H]1CN(C(=O)c2cc(COc3c(F)cccc3F)on2)C[C@H](C)O1	-4

Some values from above.
ROC1-CUL1 inh result of CCOCCCNC(=O)CCc1nnc(CCc2ccccc2OC)o1 is entered as 5
ROC1-CUL1 inh result of Cc1ccc2c(=O)c(C(=O)c3cccc(Cl)c3)cn(CC(=O)NC3CCCCC3)c2n1 is entered as 1
ROC1-CUL1 inh result of CC(=O)c1cccc(NC(=O)c2nc(-c3ccc(C)cc3)n3c2CCCCC3)c1 is entered as 2

Not all compounds are listed; the hit share may differ from the screen's.
